High-throughput results as filed in PubChem BioAssay.
AGP1 TOR yeast: modulators of AGP1-GFP expression in yeast TOR pathway, primary screen, cell-based, multiplex flow cytometry, S. cerevisiae, MLPCN library; actives 0.02% (n = 320,000); GFP response vs DMSO, % at 10 µM; AID 2066, 2009; 3 h; GFP as percent of DMSO wells;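 active = GFP response relative to DMSO above a set limit, near screen average plus 3 SD, cut at about 150% in these data; inconclusive = fewer than 70 cells counted for the yeast strain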;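 note: median GFP channel fluorescence of the gated AGP1 strain per well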
RPL19A-GFP yeast: RPL19A-GFP expression modulators in yeast, primary screen, cell-based, S. cerevisiae, multiplex flow cytometry, MLPCN; S. cerevisiae RPL19A-GFP strain, 3 h; hits give low values; percent response vs DMSO, % at 10 µM; actives 0.3% (n = 330,000); AID 2025, 2009;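 active = percent response vs DMSO below 50%; inconclusive = fewer than 70 events counted for the yeast strain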;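 note: median channel GFP fluorescence of the barcoded RPL19A-GFP strain; ratio of sample median GFP to plate DMSO average so 100% = DMSO; lower means less RPL19A-GFP as with rapamycin TOR inhibition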
JMJD2C inh: inhibitors of GASC-1 histone demethylase, primary screen, biochemical, fluorescence, DELFIA europium. inhibition, % at 2.35 µM. Lysine-specific demethylase 4C (Homo sapiens), Q9H3R0. actives 0.069% (n = 330,000). GST-JMJD2C(1-420) H3K9me3 demethylation;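 active = more than half of a compound's replicate wells show inhibition beyond 50%, single wells judged on their own value; inconclusive = some, but no more than half, of replicates pass 50% inhibition; inactive = no replicate passes 50% inhibition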;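 note: signal counts dimethyl H3K9 product captured on neutravidin plate; 0% = median of DMSO wells and 100% = 0.3 times that DMSO median; strong numbers were not always called active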
Target sequence (Q9H3R0 1-420 limits assumed): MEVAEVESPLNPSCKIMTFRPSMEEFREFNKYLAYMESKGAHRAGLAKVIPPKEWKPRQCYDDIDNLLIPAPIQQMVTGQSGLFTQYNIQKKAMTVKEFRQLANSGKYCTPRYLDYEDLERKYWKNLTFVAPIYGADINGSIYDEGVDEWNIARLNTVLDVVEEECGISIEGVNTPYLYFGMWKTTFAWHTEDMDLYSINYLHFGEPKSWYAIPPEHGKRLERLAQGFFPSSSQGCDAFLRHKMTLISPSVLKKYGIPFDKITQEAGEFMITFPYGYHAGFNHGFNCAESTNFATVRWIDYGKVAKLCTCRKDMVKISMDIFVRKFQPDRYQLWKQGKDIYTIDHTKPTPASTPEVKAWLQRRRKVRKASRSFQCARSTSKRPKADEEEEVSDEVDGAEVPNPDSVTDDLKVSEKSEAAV
VLA-4 inh: inhibition in human VLA-4 binding assay, primary screen, VLA-4 allosteric modulator project, MLPCN library, flow cytometry, VLA-4 expressing cells | inhibition, % (about 7 µM as worked out from the volumes in the protocol) | actives 0.2% (n = 330,000) | ligand binding flow cytometry | Integrin alpha-4 (Homo sapiens), P13612 | AID 2557, 2010; in the data active = inhibition above about 50%
CIT2 TOR yeast: modulators of CIT2-GFP expression in yeast, primary screen, S. cerevisiae, GFP fusion, multiplex flow cytometry, MLPCN library | S. cerevisiae CIT2-GFP strain, 3 h; 100 means same as DMSO wells | GFP response vs DMSO, % at 10 µM | actives 0.065% (n = 320,000) | AID 2029, 2009;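 active = GFP response relative to DMSO above a set limit, near the screen mean plus 3 SD, cut at about 150% in these data; inconclusive = Fewer than 70 cells measured for a yeast strain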;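 note: ratio of well median GFP fluorescence to mean of DMSO wells on the plate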
LAP4-GFP MLPCN: modulators of LAP4-GFP expression in yeast, primary screen, S. cerevisiae, multiplex flow cytometry, MLPCN library. 3 h; median GFP as percent of DMSO wells. GFP response vs DMSO, % at 10 µM. actives 0.34% (n = 320,000);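 active = GFP response vs DMSO above a set limit, about the screen mean plus 3 SD, cut at about 150% in these data; inconclusive = under 70 cell events counted for the yeast strain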
MEP2-GFP yeast: modulators of MEP2-GFP levels in yeast, primary screen, S. cerevisiae, multiplex flow cytometry, MLPCN library; actives 0.51% (n = 330,000); S. cerevisiae MEP2-GFP strain, 3 h; 100% = DMSO control level; GFP response vs DMSO, % at 10 µM; AID 2016, 2009;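 active = GFP response versus DMSO above a set limit, roughly screen mean plus 3 SD, cut at about 180% in these data; inconclusive = fewer than 70 cells counted for a yeast strain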;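 note: median GFP fluorescence of the barcode-gated MEP2-GFP cells per well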
GRK2 aptamer HTS: compounds blocking aptamer binding on GRK2 – biochemical, human GRK2, bead flow cytometry, HTS, primary screen | Beta-adrenergic receptor kinase 1 (Homo sapiens), P25098 | FAM-aptamer displacement from GRK2 | inhibition of aptamer binding, % at 10 µM | actives 0.59% (n = 330,000);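 active = inhibition of aptamer binding above 40%, roughly 3 SD of noise, on plates passing a quality check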;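 note: median bead fluorescence of bound FAM aptamer so fluorescent compounds give negative values; no value below 0 was filed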
Target sequence (P25098 whole entry, looked up): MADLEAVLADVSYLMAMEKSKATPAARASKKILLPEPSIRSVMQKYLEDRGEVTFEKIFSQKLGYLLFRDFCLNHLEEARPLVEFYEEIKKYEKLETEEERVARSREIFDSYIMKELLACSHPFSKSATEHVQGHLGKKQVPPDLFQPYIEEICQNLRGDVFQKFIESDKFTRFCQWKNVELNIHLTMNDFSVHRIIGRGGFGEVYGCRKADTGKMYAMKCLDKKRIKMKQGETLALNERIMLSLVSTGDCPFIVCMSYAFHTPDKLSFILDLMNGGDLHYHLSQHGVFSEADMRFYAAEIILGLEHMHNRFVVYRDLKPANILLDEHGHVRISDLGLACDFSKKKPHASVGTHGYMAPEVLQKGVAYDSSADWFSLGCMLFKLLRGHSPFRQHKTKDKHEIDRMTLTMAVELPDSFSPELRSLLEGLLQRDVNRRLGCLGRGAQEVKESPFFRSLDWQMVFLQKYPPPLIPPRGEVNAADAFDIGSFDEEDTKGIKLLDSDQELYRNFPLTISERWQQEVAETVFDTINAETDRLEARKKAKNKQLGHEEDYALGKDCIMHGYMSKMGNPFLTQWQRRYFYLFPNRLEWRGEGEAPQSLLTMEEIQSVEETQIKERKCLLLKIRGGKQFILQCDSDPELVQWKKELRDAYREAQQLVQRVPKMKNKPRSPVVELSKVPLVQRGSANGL
The depositor's hits bear a star; ? = inconclusive; . = not tested or not shown; [ ] = dose if it differs, or a comment.

SMILES	AGP1 TOR yeast	RPL19A-GFP yeast	JMJD2C inh	VLA-4 inh	CIT2 TOR yeast	LAP4-GFP MLPCN	MEP2-GFP yeast	GRK2 aptamer HTS
CC1CCCC(C)N1C(=O)COC(=O)c1cc([N+](=O)[O-])ccc1N1CCOCC1 (stereo not drawn)	107	95	0	-1	110	106	94	0
O=c1[nH]c(C2CCN(S(=O)(=O)c3ccccc3C(F)(F)F)CC2)nc2c1nnn2Cc1cccc(F)c1	94	99	-15	-9	96	97	104	2
COC(=O)C1C(=O)NC(SC)=C(C#N)C1c1ccccc1 (stereo not drawn)	65	94	8	-11	103	105	110	1
O=C(CCN1C(=O)/C(=C/c2ccc3c(c2)OCO3)SC1=S)Nc1cccc(C(=O)O)c1	103	108	-12	-19	103	97	109	0
COc1ccc(-n2cnc3cc(NCc4ccccn4)ccc32)cc1	93	100	-8	3	89	108	102	0
CCOc1nc(NC2CCCC2)nc(N2CCC(C)CC2)n1	87	91	5	3	96	81	85	1
COc1cccc(NC(=O)c2ccc3c(c2)CCN3S(C)(=O)=O)c1	103	103	-2	-1	111	82	107	0
COC(=O)c1sccc1-n1cccc1C(=O)C(=O)N1CC(C)OC(C)C1 (stereo not drawn)	94	100	3	-6	91	90	97	4
CCOC(=O)CNC(=O)c1sc(NC(=O)c2ccccc2F)nc1C	104	96	2	15	99	97	97	59*
Cc1ccc2c(c1)N(C(=O)CCC(=O)NCCCN1CC(C)CC(C)C1)CCO2 (stereo not drawn)	102	102	5	-10	105	102	100	0
CC(CCN1CCN(c2ccc(F)cc2)CC1)c1ccccc1 (stereo not drawn)	103	106	-2	-4	109	97	114	3
Cc1ccc(C2(C)NC(=O)N(CC(=O)N3CCN(S(=O)(=O)c4cccs4)CC3)C2=O)cc1 (stereo not drawn)	110	105	3	7	95	110	95	0
COc1ccccc1NC(=O)c1c(NC(=O)c2ccco2)sc2c1CCC2	82	118	4	5	80	79	88	1
CCOc1ccccc1OCCCC(=O)N(C)CC(=O)Nc1cc(C)ccc1C	102	100	-6	5	99	91	96	0
O=C(O)c1cc2c(o1)CCC/C2=N\O	104	101	0	10	105	101	108	0
C=CCn1c(-c2ccccc2)nc(=S)c2c1CCCC2	100	103	22	-6	100	102	109	0
O=C(Nc1ccccn1)c1ccc([N+](=O)[O-])o1	97	107	-1	6	100	117	106	4
CCc1ccc(C(=O)COC(=O)C(CCSC)NC(=O)C23CC4CC(CC(C4)C2)C3)cc1 (stereo not drawn)	94	101	-50	1	103	94	96	2
C[C@H](CO)N1C[C@H](C)[C@@H](CN(C)S(=O)(=O)c2cccs2)Oc2ccc(NS(=O)(=O)c3ccc(F)cc3)cc2C1=O	88	89	-2	5	95	84	88	0
CCOC(=O)c1cc2c(=O)n3ccccc3nc2n(Cc2ccco2)c1=NC(=O)c1ccc(OC)cc1OC	31[may fluoresce violet]	88[may fluoresce violet]	9	-10	?	107[may fluoresce violet]	108[may fluoresce violet]	3
COc1ccc(-c2nc3n(c2C)CCC3)cc1	111	101	3	16	108	110	109	1
Cn1c(N)c(C(=O)COC(=O)CCC2CCCCC2)c(=O)n(C)c1=O	91	105	12	13	94	88	100	5
Cc1ccc(S(=O)(=O)Oc2ccc(/C=C(/NC(=O)c3ccccc3)C(=O)Nc3ccccc3)cc2)cc1	105	104	-4	10	98	104	117	4
NS(=O)(=O)c1ccc(NC(=O)CSc2cn[nH]n2)cc1	107	103	-12	10	105	102	109	0
COc1ccc(NC(=O)NCCCCc2ccccc2)cc1	85	102	-5	-7	91	71	95	0
C[C@H](NC(=O)c1nc[nH]c1C(=O)N1CCN(C(=O)OC(C)(C)C)CC1)C(=O)OC(C)(C)C	76	92	-11	-1	63	122	93	0
Nc1nnc(SCC(=O)Nc2ccc(S(=O)(=O)N3CCOCC3)cc2)s1	96	97	1	0	92	92	89	0
Cc1ccc([N+](=O)[O-])c(OCCN2C(=O)NC(C)(C)C2=O)c1	94	100	3	29	97	91	97	0
O=C(NCc1csc(-c2cccs2)n1)Nc1cccc(Cl)c1	102	94	2	5	94	104	95	0
CC(=O)c1cccc(NC(=O)COC(=O)C2=COCCO2)c1	101	107	-2	7	104	91	108	4

In the list so far, these have a furan ring, fused or not.
SMILES	AGP1 TOR yeast	RPL19A-GFP yeast	JMJD2C inh	VLA-4 inh	CIT2 TOR yeast	LAP4-GFP MLPCN	MEP2-GFP yeast	GRK2 aptamer HTS
COc1ccccc1NC(=O)c1c(NC(=O)c2ccco2)sc2c1CCC2	82	118	4	5	80	79	88	1
O=C(O)c1cc2c(o1)CCC/C2=N\O	104	101	0	10	105	101	108	0
O=C(Nc1ccccn1)c1ccc([N+](=O)[O-])o1	97	107	-1	6	100	117	106	4
CCOC(=O)c1cc2c(=O)n3ccccc3nc2n(Cc2ccco2)c1=NC(=O)c1ccc(OC)cc1OC	31[may fluoresce violet]	88[may fluoresce violet]	9	-10	?	107[may fluoresce violet]	108[may fluoresce violet]	3

Continued:
SMILES	AGP1 TOR yeast	RPL19A-GFP yeast	JMJD2C inh	VLA-4 inh	CIT2 TOR yeast	LAP4-GFP MLPCN	MEP2-GFP yeast	GRK2 aptamer HTS
CCN(CC(=O)NCc1cccs1)C(=O)CCc1c[nH]c2ccccc12	102	101	1	-8	101	101	108	6
O=C(c1ccc2snnc2c1)N1CCOCC1	88	94	-36	7	88	102	102	4
COC(=O)N1CCc2c(sc(NC(=O)C3COc4ccccc4O3)c2C(N)=O)C1 (stereo not drawn)	115	99	0	9	96	127	97	0
O=S(=O)(NC(=NCc1ccccc1)c1ccccc1)c1ccc(Br)cc1	100	98	-6	11	92	112	103	3
CCCCc1ccc(NC(=S)NCCO)cc1	97	102	28	39	101	95	97	6
COC/C=C/C1=CC2=CC(=O)C(C)(OC(=O)c3cnc4ccccc4n3)C(=O)C2=CN1C1CCCC1 (stereo not drawn)	110	101	-5	12	104	96	110	4
CSc1ccccc1OCc1cc(C(=O)NCCN2CCCC(O)C2)no1 (stereo not drawn)	98	107	-6	-2	101	79	102	4
Cc1ccc(-c2nnc(N3CCN(C(=O)COc4cccc(C)c4)CC3)c3ccccc23)cc1	97	90	-22	1	93	104	90	3
CCOC(=O)N1CCN(C(=O)c2ccc3c(c2)sc2nc(-c4ccccc4)cn23)CC1	93	98	7	15	88	96	99	3
CCC(OC(=O)c1nsc(Cl)c1Cl)C(=O)NCc1cccs1 (stereo not drawn)	94	96	?	17	91	98	102	0
COc1ccc(Nc2ccc(C(F)(F)F)cc2[N+](=O)[O-])cn1	97	101	-16	1	100	99	104	4
CC(C)(C)C(=O)NC(=S)Nc1ccccn1	91	98	-5	5	93	115	102	3
O=C(Nc1nccs1)C1CC(=O)N(c2ccc(Cl)cc2)C1 (stereo not drawn)	100	96	-9	-8	105	101	98	0
Cc1cc(NC(=O)Nc2ccc(Cl)cc2)n(C)n1	98	107	9	5	101	96	108	0
Cc1cc(C)cc(C(=O)NC(CC(N)=O)c2ccc(NC3CCCCCCCCCCC3)c([N+](=O)[O-])c2)c1 (stereo not drawn)	81	98	-10	24	69	111	91	3
C=C1N(C)c2cc([N+](=O)[O-])c(N)cc2C1(C)C	102	100	10	1	105	96	99	3
COc1ccc(N(CC(=O)NN=C2CCCC2)S(=O)(=O)c2ccccc2)cc1Cl	97	100	-1	17	101	96	101	0
Cc1ccc(C)c(Cn2c3ccccc3c3cnn(CC(=O)NCCN4CCOCC4)c(=O)c32)c1	104	99	-10	-3	106	99	99	0
CCOC(=O)c1csc(NC(=O)c2cccs2)n1	105	95	1	2	96	114	96	5
CC1CCCCC12NC(=O)N(Cn1nnc3ccccc3c1=O)C2=O (stereo not drawn)	102	105	-5	-3	111	100	97	0
COc1ccc(-c2nnn(CC(=O)c3ccc4c(c3)OCCO4)n2)cc1OC	100	96	5	7	92	95	98	0
Cc1ccc2nsnc2c1S(=O)(=O)N1CCN(C(=O)C2CCCO2)CC1 (stereo not drawn)	104	101	-19	-2	100	95	101	0
COc1ccc(Cc2nnn(CC(=O)O)n2)cc1	96	96	5	19	97	90	97	0
O=S(=O)(Nc1ccccc1)c1ccc(S(=O)(=O)N2CCCC2)cc1	108	110	8	4	100	116	114	0
Cc1ccc(S(=O)(=O)N2CCN(C(=O)COC(=O)/C=C/c3ccccc3[N+](=O)[O-])CC2)c(C)c1	118	106	0	3	110	108	106	1
CN1CCC(N(C)S(=O)(=O)c2ccc(NC(=O)c3cccc(C#N)c3)cc2)CC1	103	104	8	11	100	116	102	0
CCOC(=O)c1cc(-c2ccco2)nn1-c1ccc(C)cc1	103	101	-9	-3	96	112	105	2
O=C(Nc1c(-c2ccccc2)nc2c(Br)cc(Br)cn12)c1ccco1	105	104	-4	-12	98	102	100	0
Cc1c(CC(=O)N2CCC(C(N)=O)CC2)c(=O)oc2cc3c(cc12)CCC1(CCCCC1)O3	98	97	-8	36	105	100	104	0
CC(C)c1onc(C(=O)N2CCN(C(c3ccccc3)c3ccccc3)CC2)c1[N+](=O)[O-]	95	98	-2	5	91	98	105	2
Cc1cc(C(=O)N2CCCC(N3CCN(c4cccc(Cl)c4)CC3)C2)no1 (stereo not drawn)	102	98	-2	-9	103	111	95	0
CC(C)(C)N(NC(=O)Nc1ccc(F)cc1)C(=O)c1ccccc1	97	99	-2	20	98	90	94	1
CCc1noc(C)c1C(=O)N1CCN(S(=O)(=O)c2ccc(Cl)cc2)CC1	100	93	4	-2	97	100	103	0
CCc1nnc(NC(=O)CSc2ccc(-c3ccccc3OC)nn2)s1	100	104	-6	4	100	96	102	0
CCOc1ccc(NC(=O)C2CCN(S(=O)(=O)c3ccc4c(c3)CC(C)N4C(C)=O)CC2)cc1 (stereo not drawn)	105	104	-5	3	105	105	97	1
CC1CCN(C(=O)CN2C(=O)c3cccc4cccc(c34)C2=O)CC1	92	97	1	-6	99	92	97	5
CCOc1ccc(NC(=O)C(=O)N/N=C/c2cccnc2)cc1	90	102	-8	2	104	92	100	0
O=C1CN(C(=O)c2ccc3nc(Cc4cccc(Cl)c4)oc3c2)CCN1	98	94	5	5	105	101	116	0
COc1ccc(S(=O)(=O)N2CCCCC2)cc1NC(=O)c1ccc(C)cc1	100	103	0	3	101	103	102	0
O=C(NCC1CCCN(Cc2cccc(C(F)(F)F)c2)C1)c1ccc(F)cc1 (stereo not drawn)	100	94	6	3	105	105	107	2
Cc1ccc(NC(=S)NCc2ccccc2Cl)c(C)c1	78	111	0	4	97	82	95	0
O=C(CN1CCN(S(=O)(=O)c2ccccc2[N+](=O)[O-])CC1)NC(=O)NCc1ccco1	99	106	2	3	91	97	101	2
CC(C)Cn1cc(F)c(=O)n(CC(C)C)c1=O	96	98	20	8	92	100	95	0
Cc1ccc(NC(=S)NC2CCSc3ccccc32)cc1 (stereo not drawn)	92	93	1	10	89	101	103	4
CCCCCCCC(=O)NNC(=O)c1ccc(F)cc1	96	102	2	-3	95	109	102	3
Cc1ccc(CN2CCC(n3nccc3NC(=O)C3CCOC3)CC2)cc1C (stereo not drawn)	98	106	7	-7	.	81	105	10
COc1ccc(CC(=O)NCc2ccc3c(c2)OCO3)cc1	99	102	-7	-1	94	104	103	1
CCOc1ccccc1NC(=O)COc1cccnc1[N+](=O)[O-]	99	98	16	8	109	105	100	4
